# BAZ2B block = inhibitors of human BAZ2B bromodomain. Q9UIF8. AlphaScreen BAZ2B-H3K14Ac peptide displacement. Potency, µM (titrated, usually from 114 µM), inactives show at the highest dose activity change, negative = inhibition, hits mostly inhibitors. 4.4% of 360,000 active. AID 504333; note: % is set by controls: 0 for no effect and ±100 for the full control effect; nearly all actives have a fitted effect of over 60% in size
#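 BAZ2B 50 nM plus b-H3(5-23)K14Ac 50 nM, PBS pH 7.4/0.01% Tween-20, 30 min RT; compound added (max 110 uM), 30 min RT; streptavidin donor/Ni-chelate acceptor beads 10 ug/mL final, 20 min dark; AlphaScreen read.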
# JMJD2A Tudor inh = inhibitors of human JMJD2A Tudor domain; O75164; AID 504339; AlphaScreen JMJD2A-Tudor / H3K4me3 peptide binding; 4.4% of 390,000 active; Potency, µM (titrated, usually from 114 µM), for inactives: at the top dose activity change, negative = inhibition, actives largely listed as inhibitors; note: % is set by controls: 0 for no effect and ±100 for the full control effect; nearly all actives have a fitted effect of over 50% in size
# GLS inhibitor = glutaminase GLS (human) inhibition; O94925; Potency, µM (highest dose often 45.5 µM), for inactives: at the top dose activity change, negative = inhibition, actives largely listed as inhibitors; 0.21% of 410,000 active; GLS enzymatic activity, qHTS titration; AID 624170; note: % is set by controls: 0 for no effect and ±100 for the full control effect
#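 Read-out is an Amplex red fluorescence increase coupled through glutamate oxidase and HRP, measured before and after 30 min room-temperature incubation. hKGA is in 45 mM KH2PO4 (pH 8.2) with 0.02% Tween-20; glutamine added as 1mM solution.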
# Pin1 inh = blocks the human prolyl isomerase Pin1. Q13526. Pin1 FP peptide displacement, HiFluor488, 10 min. Potency, µM (doses to about 115 µM), for the others: at the highest dose activity, negative = inhibition, hits mostly inhibitors. 0.009% of 390,000 active. AID 504891; active = well fitted inhibition curve with a large enough effect in the polarisation, with a control signal flat, not every such curve was filed as active; inconclusive = small, poorly fitted or top-dose-only effect, or effect the other way, or a change in a side signal; inactive = no such curve, though single readings can be large or run the other way; the % refers to the polarisation; note: % is set by controls: 0 for no effect and ±100 for the full control effect
# BLM inh = inhibitors of human Bloom syndrome helicase BLM. P54132. recombinant BLM DNA unwinding, fluorescence dequenching. Potency, µM (top dose mostly 56.1 µM), for inactives: top-dose activity change, negative = inhibition, most hits filed as inhibitors. 0.2% of 350,000 active;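 note: plate controls were vehicle for no effect and no enzyme for full effect; nearly all actives have a fitted effect of over 35% in size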
# POLI inh = DNA polymerase iota (human) inhibition. Pol iota fluorescent replication assay, 10 min. AID 588590. 1% of 390,000 active. Potency, µM (titrated, usually from 115 µM), without a hit: at the top dose activity, negative = inhibition, actives largely listed as inhibitors. Q9UNA4
# Target sequence (Q9UNA4 whole entry, looked up): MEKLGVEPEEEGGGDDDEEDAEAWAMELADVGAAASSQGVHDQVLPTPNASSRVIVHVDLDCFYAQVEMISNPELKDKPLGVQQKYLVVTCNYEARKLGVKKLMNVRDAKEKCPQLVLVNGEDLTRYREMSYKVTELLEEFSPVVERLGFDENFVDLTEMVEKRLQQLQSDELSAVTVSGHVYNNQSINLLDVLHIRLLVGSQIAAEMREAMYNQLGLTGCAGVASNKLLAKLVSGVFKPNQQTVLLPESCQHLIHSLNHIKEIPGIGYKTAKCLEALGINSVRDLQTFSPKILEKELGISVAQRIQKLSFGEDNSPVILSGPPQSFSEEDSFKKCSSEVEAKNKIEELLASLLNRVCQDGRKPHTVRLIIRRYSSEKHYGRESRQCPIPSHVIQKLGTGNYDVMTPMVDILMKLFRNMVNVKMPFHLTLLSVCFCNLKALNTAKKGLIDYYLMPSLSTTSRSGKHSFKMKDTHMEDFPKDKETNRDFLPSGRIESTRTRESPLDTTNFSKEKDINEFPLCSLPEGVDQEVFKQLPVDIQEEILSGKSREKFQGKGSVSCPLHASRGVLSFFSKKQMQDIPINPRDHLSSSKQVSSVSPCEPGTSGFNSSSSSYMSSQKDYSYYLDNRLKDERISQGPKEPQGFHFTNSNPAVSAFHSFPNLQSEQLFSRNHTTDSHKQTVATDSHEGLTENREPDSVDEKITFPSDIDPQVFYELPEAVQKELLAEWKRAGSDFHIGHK
#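 Fluorescent replication assay read twice, at 0 min and 10 min after adding 50 nM (final) substrate. Enzyme (10 nM) and compounds were first incubated 15 min at room temperature; enzyme-free buffer wells were negative controls.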
# HP1b binding inh = HP1-beta chromodomain-methylated histone interaction inhibition; 0.56% of 390,000 active; AlphaScreen HP1-beta / biotin-H3K9me3 peptide binding; Potency, µM (series often up to 114 µM), for inactives: at the highest dose activity change, negative = inhibition, usual class: inhibitors; P83916; note: nearly all actives have a fitted effect of over 70% in size; inactives centre near 23
#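 HP1-beta protein (50 nM final) preincubated 30 min at room temperature with biotinylated H3(1-18)K9me3 peptide (50 nM) in PBS pH 7.4, 0.01% Tween-20, then compound added for 30 min. AlphaScreen streptavidin donor/nickel chelate acceptor beads (10 ug/mL final), 30 min dark, luminescence read.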
# G9a inh = G9a (human) methyltransferase inhibition; AID 504332; G9a H3K9 monomethylation, AlphaScreen, 2 h; Q96KQ7; Potency, µM (top dose mostly 102 µM), without a hit: top-dose activity, negative = inhibition, actives largely listed as inhibitors; 8.8% of 350,000 active; note: % is set by controls: 0 for no effect and ±100 for the full control effect; nearly all actives have a fitted effect of over 75% in size
# Target sequence (Q96KQ7 913-1193 limits assumed): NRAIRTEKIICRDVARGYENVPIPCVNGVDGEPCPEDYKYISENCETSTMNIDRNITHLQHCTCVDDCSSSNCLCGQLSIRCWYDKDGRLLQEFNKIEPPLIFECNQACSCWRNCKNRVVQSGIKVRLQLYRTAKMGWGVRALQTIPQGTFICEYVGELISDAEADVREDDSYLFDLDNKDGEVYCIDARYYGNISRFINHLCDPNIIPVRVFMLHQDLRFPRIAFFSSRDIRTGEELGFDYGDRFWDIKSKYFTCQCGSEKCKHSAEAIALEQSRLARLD
#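 AlphaScreen read-out: biotin-H3K9 peptide (500 nM) methylation by 20 nM enzyme with 20 uM SAM, 2 h at room temperature after 15 min compound preincubation; anti-monomethyl H3K9 antibody plus donor/acceptor beads, 10 min dark.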
# Tb PGK inh = inhibitors of T. brucei phosphoglycerate kinase. P07378. PGK/GAPDH coupled, Kinase-Glo luminescence, 60 min. Potency, µM (series often up to 57.5 µM), inactives show top-dose activity change, negative = inhibition, hits mostly inhibitors. 0.043% of 380,000 active. AID 602233; note: % is set by controls: 0 for no effect and ±100 for the full control effect; nearly all actives have a fitted effect of over 60% in size
#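 Recombinant glycosomal PGK reaction used 1,3-bisphosphoglycerate generated in-well by GAPDH (100nM final) in 100mM TEA pH 7.6, 5mM MgCl2, 0.01% Tween-20. After 60 minutes at room temperature, ATP was read by Kinase-Glo Plus luminescence end-point.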
# An asterisk follows results filed as active; i = inactive; ? = inconclusive; · = no result given; & = joins results of further samples; [ ] = dose if it differs, or a comment. Unless noted, calls come from the whole dose curve; as a rule, active = well fitted curve in the direction sought with a large enough effect; inconclusive = small, poorly fitted or top-dose-only effect, or another doubt; inactive = no such curve, though single readings can be large; an effect the other way counts as inactive or inconclusive. Potency is the fitted concentration of half-maximal effect. Not all compounds are listed; count on the stated rates, not on these rows.
item	SMILES	BAZ2B block	JMJD2A Tudor inh	GLS inhibitor	Pin1 inh	BLM inh	POLI inh	HP1b binding inh	G9a inh	Tb PGK inh
1	CCCNc1c(NC(=O)c2ccc(OCCC)cc2)c(=O)oc2ccccc12	5%	-6%	3%	5%	1%	1%	23%	3%[59 µM]	i
2	Cc1ccc(NC(=O)Nc2c(C)n(C)n(-c3ccccc3)c2=O)c(Cl)c1	8%	-11%	19%	3%	0%	8%	54%[activator]	-6%[59 µM]	5%
3	CC(C)(C)c1ccc(COc2ccsc2C(=O)O)cc1	0%	-3%	8%	2%	-2%	43%[activator]	30%	-5%	-3%
4	C=CCNC(=O)CN(c1cccc(Br)c1)S(C)(=O)=O	-5%	1%	3%	-5%	1%	4%	24%	-2%[59 µM]	-4%
5	NC(=S)COc1ccccc1	1%	-15%	-6%	-1%	-8%	80%[activator]	10%	8%	-9%
6	CC(=O)NNc1cc(=O)c2c(=O)n(C)c(=O)n(C)c2[nH]1	-25%	10µM*	20%	-3%	-1%	14%	22%	23%[59 µM]	-7%
7	CC(=O)NC(C)c1nc2ccccc2n1CC(=O)NC(C)CCc1ccccc1 (stereo not given)	3%	-5%	-20%	-3%	1%	49%[activator]	47%[activator]	3%	-9%
8	CCOc1ccc(S(=O)(=O)Nc2ccc3c(c2)n(C)c(=O)n3C)cc1	-18%	-14%	8%	-1%	-2%	-5%	-3%	19%	-9%

# Record cards, from the list above. Order of values: BAZ2B block | JMJD2A Tudor inh | GLS inhibitor | Pin1 inh | BLM inh | POLI inh | HP1b binding inh | G9a inh | Tb PGK inh
# NC(=S)COc1ccccc1 is listed as 1% | -15% | -6% | -1% | -8% | 80%[activator] | 10% | 8% | -9%
# CCOc1ccc(S(=O)(=O)Nc2ccc3c(c2)n(C)c(=O)n3C)cc1 is listed as -18% | -14% | 8% | -1% | -2% | -5% | -3% | 19% | -9%

# Next part
item	SMILES	BAZ2B block	JMJD2A Tudor inh	GLS inhibitor	Pin1 inh	BLM inh	POLI inh	HP1b binding inh	G9a inh	Tb PGK inh
9	Cc1ccccc1-n1c(SCC(=O)NCc2cccs2)nnc1-c1ccncc1	3%	-22%	-4%	2%	-4%	11%	31%	3%	-6%
10	CCN(CC)C(=O)Cn1nnc2sc(-c3ccccc3)cc2c1=O	-22%	-24%	2%	19%	2%	22%	21%	7%[59 µM]	·
11	CCOC(=O)c1ccc(NC(=O)c2nc[nH]c2C(=O)NCc2ccccc2)cc1	3%	-7%	-2%	1%	-3%	15%	50%[activator]	10%[59 µM]	6%
12	CCc1ccccc1N1C(=O)CN(S(=O)(=O)CC)CC1(C)C(=O)NC1CCCCC1 (stereo not given)	5%	-5%	-15%	-1%	4%	8%	39%[activator]	-17%[59 µM]	4%
13	CCc1ccc(NC(=O)Cn2ccn(-c3ccc(OC)cc3)c(=O)c2=O)cc1	9%	4%	-12%	10%	-5%	11%	66%[activator]	-29%[59 µM]	i
14	COC(=O)N[C@H](CC(C)=O)c1cccc(C(F)(F)F)c1	1%	-10%	7%	-10%	0%	2%	29%	-22%	2%
15	CCOC(=O)c1[nH]c(C)c(C(=O)OCc2c(C)noc2C)c1C	-6%	-26%	3%	10%	-1%	?	25%	20%[59 µM]	0%
16	C#CCOc1ccccc1/C=C1/C(=O)ON=C1C	-22%	-26%	-2%	2%	-5%	2%	42%[activator]	-20%	-7%
17	NN1C(=O)NC(c2ccccc2)(c2ccccc2)C1=O	-5%	25µM*	1%	-4%	-2%	-12%	29%	8%[59 µM]	-4%
18	Cc1sc(NC(=S)NC(=O)CCc2ccccc2)c(C(N)=O)c1C	-8%	-13%	10%	-1%	-7%	2%	-5%	?	i
19	CCOc1ccc(CCNC(=O)C2CC(C)=CCC2C(=O)O)cc1OCC (stereo not given)	50µM*	25µM*	?	-9%	-4%	?	?	22µM*	-18%
20	CCn1ccnc1CN1CCCC(C(=O)c2ccc3c4c(cccc24)CC3)C1 (stereo not given)	50µM*	?	-9%	-1%	27%	-13%	-1%	35µM*	-3%
21	CC1CC(C)CN(C(=O)C(C)N(C)CC(=O)Nc2ccc(F)cc2)C1 (stereo not given)	8%	0%	-8%	2%	·	-6%	26%	11%[12.7 µM]	-4%
22	COc1ccc(S(=O)(=O)N(CC(=O)NCc2ccncc2)c2ccc(C)cc2)cc1Br	-5%	-18%	15%	-4%	-4%	-1%	0%	-15%	3%
23	COc1ccc(-c2cc(=O)[nH][nH]2)cc1OC	-26%	-13%	15%	1%	-3%	1.3µM*	28%	?	-4%
24	CCOc1ccccc1C(=O)OCC(=O)NCCNC(=O)COC(=O)c1ccccc1OCC	?	-2%	7%	-3%	-18%	44%[activator]	31%	·	1%
25	c1nc(N2CCCCCC2)c2[nH]cnc2n1	11%	-3%	1%	-3%	1%	-8%	36%	1%[59 µM]	2%
26	O=C(Nc1ccc2nc(-c3ccco3)c(-c3ccco3)nc2c1)N1CCCCCC1	11µM*	13µM*	?	?	5.6µM*	3.2µM*	16µM*	5µM*	-19%
27	Cc1cc(C)cc(NC(=O)NCc2ccccn2)c1	4%	-13%	3%	-2%	-2%	17%	35%	·	5%
28	CCOc1ccc(C(=O)Nc2cc(C)c3c(=O)oc4ccccc4c3n2)cc1	9%	-21%	1%	23%	-3%	17%	20%	?	1%
29	COC1C/C(=N\O)C2OC(c3ccccc3)OCC2O1 (stereo not given)	7%	8%[57.1 µM]	1%	2%	4%	-4%	35%	8%	i
30	O=C(Nc1ccccc1C(F)(F)F)N1CCCC(O)C1 (stereo not given)	1%	4%	-1%	-3%	-1%	27%	26%	-32%	-7%
31	Cc1ccc(-c2csc(NC(=O)CSC3=NCCS3)n2)cc1	-3%	15%	·	9%	-7%	-10%	51%[activator]	1%[59 µM]	i
32	COC(=O)C1=C(C(=O)OC)[C@@H]2N(C)c3ccc(OC)cc3[C@@]23C[C@@H](C(=O)OC)N(S(=O)(=O)c2ccc([N+](=O)[O-])cc2)C3=N1	-38%	?	13%	-12%	-3%[12.4 µM]	16%	-2%	?	-3%
33	CCOc1ccc(NC(=O)CSc2n[nH]c(N)n2)c([N+](=O)[O-])c1	-39%	-15%	2%	4%	2%	158%[activator]	1%	23%[59 µM]	i
34	Cc1cc(C)c2oc(C(=O)NC3CCS(=O)(=O)C3)cc(=O)c2c1 (stereo not given)	-15%	-6%	-14%	4%	2%	-12%	47%[activator]	36%	-3%
35	O=C(OCc1cccc(Cl)c1)c1cc([N+](=O)[O-])ccc1N1CCOCC1	-29%	-32%	3%	5%	·	71%[activator]	-15%	6%[0.501 µM]	-5%
36	CCOC(=O)Cn1nc(C)c(NC(=O)COc2ccccc2)c1C	-34%&3%	3%&-5%	11%&-5%	-2%&-2%	-12%&0%	44%&15%[activator]	17%&58%	-33%&2%[59 µM]	0%&-3%
37	COc1ccc(CC(=O)NCCS(=O)(=O)N2CCN(c3ccccc3F)CC2)cc1OC	0%	-13%	3%	-10%	0%	45%[activator]	20%[57 µM]	10%[59 µM]	-9%
38	COc1ccc(N2CC(C(=O)NNC(=O)c3ccc(Br)cc3)CC2=O)c(OC)c1 (stereo not given)	11%	-16%	13%	3%	·	14%	16%	29%[59 µM]	-9%
39	CCOC(=O)c1nnc(-c2ccccc2)nc1Sc1c(Cl)cccc1Cl	?	?	-9%	-1%	-6%	7%	-22%	40µM*	-4%
40	Cc1ccc(C(=O)Oc2ccccc2N2C(=O)C3CCC(C)CC3C2=O)cc1 (stereo not given)	1%	16%	·	1%	-7%	13%	23%	-42%[2.33 µM]	4%
41	CC12CCC(O)CC1=CCC1C2CCC2(C)c3[nH]ncc3CC12 (stereo not given)	·	-14%	-13%	2%	·	?	-6%[57 µM]	·	-4%
42	CCOC(=O)C(NC(=O)Nc1ccc(Cl)cn1)(Oc1ccccc1)C(F)(F)F (stereo not given)	9%	-18%	6%	-13%	-2%	139%[activator]	49%[activator]	-12%[59 µM]	7%
43	CCOC(=O)[C@H]1[C@H]2COc3cc(OC)ccc3[C@@H]2N2C(=O)c3ccc(C)cc3NC(=O)[C@@]12C	-4%	-22%	2%	0%	·	14%	25%	13%[2.33 µM]	-8%
44	COc1cc(C(=O)OC(C)CN2CCCCC2)cc(OC)c1OC (stereo not given)	6%	-16%	6%	0%	1%	?	34%	?	-9%
45	Cc1ccc(C)c(S(=O)(=O)Nc2ccc(-n3cnnn3)cc2)c1	·	-3%	-22%	0%	·	45%[activator]	19%	·	12%
46	CSc1nc2nccc(-c3ccc4c(c3)OCO4)n2n1	2%	5%	0%	-10%	1%	35%[activator]	2%	1%	i
47	Cc1ccc(NC(=O)Cn2cc3c(n2)CCC(C)C3)cc1 (stereo not given)	-2%	-2%	-2%	2%	-3%	8%	38%	-28%[59 µM]	9%
48	Cc1ccc(C2=NC(C)(C)NC2=O)cc1	11%	-11%	-1%	1%	-2%	23%	13%	20%	6%
49	O=C(Nc1ccc(SC(F)F)cc1)C1=COCCO1	2%	-21%	0%	0%	-1%	-6%	10%	-4%[12.7 µM]	-5%
50	CCOCCCNC(=O)/C(C#N)=C/c1cc(C)c(O)c(C)c1	-8%	-12%	10%	11%	-1%	37%[activator]	53%[activator]	-50%	i
51	Cc1c(OCC(=O)NCc2ccccn2)ccc2c(-c3ccccc3)cc(=O)oc12	-28%	-25%	4%	5%	-2%	31%[activator]	16%	30%	-8%
52	Cc1ccccc1-c1nc(-c2ccc(NC(=O)c3ccc4c(c3)OCO4)cc2)no1	-19%	-12%	·	3%	-5%	-11%	7%	2%[12.7 µM]	-9%
53	O=c1c(Cc2c(F)cccc2Cl)c(O)ccn1C1CC1	-20%	-17%	4%	0%	-4%	71%[activator]	30%	-25%	-8%
54	CN(C)C(=O)c1ccc(-c2cc3onc(-c4ccccc4)c3c(=O)n2C)cc1	·	-13%	2%	-4%	·	30%	35%	·	i
55	C=CC(C)(O)CCC=C(C)C (stereo not given)	12%	-1%	-6%	-5%	3%	25%	37%[activator]	11%[12.7 µM]	i
